FLuc inhib CS = firefly luciferase enzyme inhibitors, primary screen, artefact control for luciferase-based inhibitor screens, biochemical, luminescence, ATPLite; hit rate 1.5% among 200,000; 10 min; inhibition, % at 10 µM; Luciferin 4-monooxygenase (Photinus pyralis), P08659;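 active = inhibition above about 50% when tested at 10 µM, limit read from the data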
bIAP activator = bovine intestinal alkaline phosphatase activators, primary screen, biochemical, bovine IAP, CDP-star luminescence | purified bovine IAP, 30 min; hits give high values; fold of DMSO-control signal, blank-subtracted | hit rate 0.17% among 200,000 | AID 1016, 2008 | activation factor at 20 µM;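 active = activation factor of 2 or more at 20 µM, a signal rise over negative controls twice the positive control's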
APP 5'UTR act = activators of APP 5'UTR luciferase reporter, primary screen, SH-SY5Y cells | SH-SY5Y APP 5'UTR luciferase reporter, luminescence; zero percent = DMSO vehicle wells | activation, % at 2 µM | hit rate 1% among 190,000 | AID 1276, 2008;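 active = activation above a set limit, based on mean plus 3 SD of controls, cut at about 140% in these data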; also: values of inactives mirror those of a sister screen read the other way
TNAP act hiacc = TNAP activators at high phosphate acceptor level, primary screen, biochemical, luminescence, uHTS; Alkaline phosphatase, tissue-nonspecific isozyme (Homo sapiens), P05186; purified TNAP, CDP-star luminescence, 1 M DEA, 30 min; hits give high values; 0 = EDTA background, 1 = DMSO-only activity; activation factor at 20 µM; 200,000 tested, under 10 active; AID 1136, 2008;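 active = activation factor at least 2 at 20 µM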
Target sequence (P05186 whole entry, looked up): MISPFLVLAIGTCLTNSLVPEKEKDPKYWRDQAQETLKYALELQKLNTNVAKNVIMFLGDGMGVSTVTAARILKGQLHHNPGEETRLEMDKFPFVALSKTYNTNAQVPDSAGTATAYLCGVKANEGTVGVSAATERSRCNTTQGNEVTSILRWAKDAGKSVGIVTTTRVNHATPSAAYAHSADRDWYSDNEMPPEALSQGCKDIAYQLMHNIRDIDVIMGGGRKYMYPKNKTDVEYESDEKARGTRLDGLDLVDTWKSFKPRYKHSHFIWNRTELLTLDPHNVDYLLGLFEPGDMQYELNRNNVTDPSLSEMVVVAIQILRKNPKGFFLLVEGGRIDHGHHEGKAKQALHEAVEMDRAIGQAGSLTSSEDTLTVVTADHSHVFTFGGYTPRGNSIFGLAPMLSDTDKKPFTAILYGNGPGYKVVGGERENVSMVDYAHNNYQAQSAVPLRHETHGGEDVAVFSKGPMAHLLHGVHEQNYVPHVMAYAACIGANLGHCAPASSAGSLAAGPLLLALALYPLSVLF
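Assay system: human TNAP; Input: enzyme diluted 1/800 final; Reagent: CDP-star luminogenic substrate at 100 µM final; Timing: 30 min, room temperature; Signal: luminescence; Evaluation: TNAP activation factor scaled between EDTA and DMSO control wells.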
PMI act hi M6P = human PMI activators, high substrate, primary screen, biochemical, fluorescence intensity, near-saturating mannose 6-phosphate. hit rate 0.34% among 190,000. coupled PMI enzyme assay, resazurin fluorescence, 20 min; hits give high values; 1 = untreated enzyme, 0 = substrate-free blank. activation factor at 20 µM. Mannose-6-phosphate isomerase (Homo sapiens), P34949;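 active = activation factor of 2 or more at 20 µM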
Target sequence (P34949 whole entry, looked up): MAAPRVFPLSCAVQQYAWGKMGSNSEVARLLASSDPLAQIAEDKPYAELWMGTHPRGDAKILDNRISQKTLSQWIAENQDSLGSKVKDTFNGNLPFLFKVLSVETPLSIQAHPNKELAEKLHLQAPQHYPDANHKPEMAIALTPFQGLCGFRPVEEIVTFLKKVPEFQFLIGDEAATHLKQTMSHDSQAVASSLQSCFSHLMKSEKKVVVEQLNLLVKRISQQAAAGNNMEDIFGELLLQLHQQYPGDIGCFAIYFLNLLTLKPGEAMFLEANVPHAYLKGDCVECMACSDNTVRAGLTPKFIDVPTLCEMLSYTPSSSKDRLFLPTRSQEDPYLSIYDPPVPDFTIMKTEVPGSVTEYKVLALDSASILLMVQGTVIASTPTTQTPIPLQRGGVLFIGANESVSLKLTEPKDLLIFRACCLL
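Test system: human PMI in coupled enzyme assay; Input: PMI at 15 ng/mL final; Medium: HEPES buffer, pH 7.4; Schedule: 20 min incubation at room temperature; Technique: resorufin fluorescence at Ex 544/Em 590 nm; Compound: 20 µM single dose; Probe or stimulus: Near-saturating mannose-6-phosphate, 1.0 mM.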
NF-kB neuron act = activators of NF-kB expression in neurons, primary screen, cell-based, HTS | AID 1239, 2008 | human neuronal cells, NF-kB reporter expression; hits give high values | hit rate 1.6% among 190,000 | fold change at 12.5 µM; in the data active = fold change above about 3.3
PMI act = activators of human PMI, primary screen, biochemical, fluorescence intensity, near-Km mannose 6-phosphate; Mannose-6-phosphate isomerase (Homo sapiens), P34949; purified human PMI, coupled resazurin fluorescence, 20 min; hits give high values; 1 = vehicle control, 0 substrate-free wells; activation factor at 20 µM; hit rate 0.005% among 190,000;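 active = activation factor of 2 or more at 20 µM, relative to plate controls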
TNAP inh hi DEA = human TNAP enzyme inhibitors, primary screen, biochemical, luminescent, high phosphate acceptor level, uHTS | hit rate 0.03% among 200,000 | inhibition, % at 20 µM | AID 1135, 2008 | purified TNAP, CDP-star luminescence, 1 M DEA | Alkaline phosphatase, tissue-nonspecific isozyme (Homo sapiens), P05186;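 active = over 50% inhibition of tissue-nonspecific alkaline phosphatase at 20 µM in the single-dose screen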;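 also: plate controls were DMSO wells for no effect and EDTA-quenched wells as full inhibition for full effect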
TNAP inh noacc = human TNAP enzyme inhibitors, primary screen, biochemical, luminescent, no phosphate acceptor, uHTS. purified TNAP, CDP-star luminescence, 30 min. inhibition, % at 20 µM. hit rate 0.26% among 200,000;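 active = tissue-nonspecific alkaline phosphatase inhibition above about 50% at 20 µM in the single-dose screen, limit read from the data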;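 also: 0% = DMSO negative control and 100% = EDTA positive control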
FLuc act counter = FLuc activators, initial screening, artefact control for FLuc-dependent activation tests, biochemical, ATPlite luminescence | ATPlite luciferase biochemical, 10 min; 0 = ATP-free wells, 1 = DMSO control | activation factor at 10 µM | 200,000 tested, under 10 active;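 active = luciferase activation factor, scaled between plate controls, of at least 2 with compound at 10 µM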
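assay system = Luciferase/luciferin detection reagent, cell-free biochemical luciferase assay | also added = ATP substrate | times = 10 min post-reagent at room temperature | measured by = luminescence from luciferase reaction | measure = luciferase activation, seen as luminescence increase over controls | benchmarks = low control with PBS replacing ATP, high control enzyme plus ATP without compound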
* marks the source's active call; other numbers are inactive results. This is a random part of the collection; any-hit rate near 3.6%.

The line under a structure holds: FLuc inhib CS, bIAP activator, APP 5'UTR act, TNAP act hiacc, PMI act hi M6P, NF-kB neuron act, PMI act, TNAP inh hi DEA, TNAP inh noacc, FLuc act counter
1	COc1ccc(-c2noc(-c3ccc(Br)o3)n2)cc1OC
→ -3, 0.9, -7, 1, 1, 1.4, 1, -2, -14, 1
2	O=C(NCc1ccco1)c1ccccc1Br
→ -8, 1, -7, 1, 0.9, 0.98, 0.9, -3, -8, 1.1
3	CCCCN(C)S(=O)(=O)c1ccc(C(=O)Nc2nnc(CSC)o2)cc1
→ -3, 0.9, 6, 1, 1, 0.77, 1, -3, -2, 1
4	Cc1ccc(C(=O)CSc2nccn2-c2ccccc2)cc1
→ 1, 0.9, 20, 1, 1, 1.4, 1, -3, -8, 1
5	CC(Nc1nc(N2CCOCC2)nc2ccccc12)c1ccccc1 (stereo not given)
→ -3, 1.2, -31, 1, 1, 1.1, 1, 3, -3, 1
6	CCCC(C(=O)NCc1ccco1)N(C(=O)CNS(=O)(=O)c1ccc(Cl)cc1)C1CCCC1 (stereo not given)
→ -3, 0.9, 16, 1, 0.8, 1.2, 0.9, 2, -4, 1
7	CC(C)[C@H](NC(N)=O)C(=O)Nc1ccc(Oc2ccccc2)cc1
→ -4, 1, 2, 1, 0.9, 1.1, 0.9, -1, 2, 1
8	CSC1=NSC2=NC(=O)/C(=C/c3coc4ccc(O)cc4c3=O)C(=N)N12
→ -3, 0.6, 5, 1, 1.2, 1.3, 1.3, 2, 23, 1
9	CCOC(=O)C1CCN(C(=O)C2CCN(S(=O)(=O)c3cccc4cccnc34)CC2)CC1
→ -8, 1, 6, 1, 1, 0.93, 1.1, -4, -12, 1.1
10	Cc1c(Cc2ccccc2)c(=O)oc2c(O)c(O)ccc12
→ 1, 1, 5, 0.9, 0.3, 0.98, 0.2, 8, 3, 1
11	Cc1ccc(/C=C/C(=O)NC(=S)N2CCN(C)CC2)cc1
→ -3, 1, 2, 1, 0.9, 1.1, 0.9, 4, -10, 1
12	NC(=O)c1ccsc1NC(=O)CCS(=O)(=O)c1ccccc1
→ 1, 1.1, -7, 1, 0.9, 1.3, 0.9, -2, -9, 1
13	O=C(Cn1c(C(=O)N2CCN(C3CCCC3)CC2)cc2sccc21)c1ccccc1
→ -12, 1.1, 4, 1.1, 1, 1.1, 1.1, -8, -3, 1.1
14	COc1ccc(/C=C/C(=O)Nc2nc(C)cc(C)n2)cc1OC
→ 4, 1, 11, 1, 0.8, 1.5, 0.9, -1, -5, 1
15	COc1ccc(NC(=O)C2OC3OC(C)(C)OC3C3OC(C)(C)OC23)cc1 (stereo not given)
→ -6, 0.9, 5, 1, 0.9, 1, 0.9, -1, -5, 1.1
16	CC(=O)Nc1ccc(NC(=O)C2CCCN(c3ncccn3)C2)cc1 (stereo not given)
→ -7, 1.1, 8, 1, 1, 1.3, 1.1, -4, -3, 1.1
17	O=C(CN1CCN(S(=O)(=O)c2ccc(F)cc2)CC1)Nc1ccc2c(c1)OCO2
→ 0, 1, 1, 1, 0.9, 1.1, 0.9, 2, -5, 1
18	COc1ccc(CCNC(C)=O)cc1
→ -6, 0.9, 9, 1, 1, 1, 1, -4, -14, 1.1
19	Cc1nn(-c2ncc(C(F)(F)F)cc2Cl)c(=O)n1-c1ccccc1Cl
→ -2, 1, -19, 1, 0.9, 1.3, 0.9, -1, -15, 1
20	O=C(CN(Cc1cccs1)C(=O)CNC(=O)c1ccco1)NC1CCCCC1
→ -4, 1, 1, 1, 0.9, 1, 0.9, 0, -7, 1
21	COc1ccc(C(=O)N2CCN(c3ccc(C)c(C)c3)CC2)cc1OC
→ -3, 1.1, 8, 1, 1, 0.86, 1, -3, -10, 1
22	O=C(NCc1ccc2c(c1)OCO2)c1nnc(Cc2ccc(F)cc2)o1
→ -10, 1.2, 25, 1, 1.1, 1.1, 1, 0, -2, 1.1
23	COc1ccc(Cn2nnnc2CN(Cc2cc3cccc(C)c3[nH]c2=O)C2CCCC2)cc1
→ -5, 1, 16, 1, 1, 0.86, 1, 0, -4, 1.1
24	CCc1ccc(OCCNC(=O)OCc2ccccc2)cc1
→ -8, 0.5, -1, 1, 0.9, 1.1, 0.9, -3, -5, 1.1
25	COC(=O)C(NC(=O)C(C)Oc1ccccc1)C(C)C (stereo not given)
→ -8, 0.9, -8, 1, 0.9, 1.2, 0.8, -2, -10, 1.1
26	COc1ccc(CN2CCn3nc(C(=O)NC(C)C)cc3C2=O)cc1
→ -6, 1.1, -8, 1, 1, 1.2, 1, 0, -2, 1.1
27	CCOc1ccc(C(=O)OCC(=O)Nc2ccc(SC(F)F)cc2)cc1OCC
→ -1, 1, -7, 1, 1.1, 1.1, 1.1, -2, -9, 1
28	CCOc1cc(S(=O)(=O)Nc2ccc(CC)cc2)ccc1Cl
→ -3, 0.7, 8, 1.1, 0.8, 1.2, 0.7, -5, -5, 1
29	Cc1cccc(C(=O)Nc2ncc(CN3CCOCC3)s2)c1
→ 1, 1.1, 18, 1, 1.1, 1.3, 1, -3, -9, 1
30	COc1cc2c(cc1OC)C(c1cc3cc(OC)c(OC)cc3[nH]c1=O)N(C(=O)C1CC1)CC2 (stereo not given)
→ -5, 1.1, 14, 1, 1, 0.87, 1.1, -4, -9, 1.1
31	CCN(CC)c1ccc(NC(=O)CCNC(=O)c2ccco2)cc1
→ -5, 0.9, -3, 1, 0.8, 1.4, 1, -4, -4, 1
32	O=C(Oc1cccc(C(=S)N2CCOCC2)c1)c1cccc([N+](=O)[O-])c1
→ -4, 1, -6, 1, 0.9, 1.1, 0.9, -1, -6, 1
33	CCCCc1c(C(=O)O)cc(OC)cc1C(=O)O
→ -10, 1, 98, 1.1, 1.1, 1.2, 1, -7, -6, 1.1
34	CCOc1cc2[nH]c(=O)n(CC3CCC(C(=O)NCCCOC)CC3)c(=O)c2cc1OCC (stereo not given)
→ -11, 1, 7, 1.1, 1, 1.2, 1.1, -6, 7, 1.1
35	CCOc1ccc(NC(=O)CSc2nnc(-c3ccccn3)n2N)cc1
→ -6, 1.1, -2, 1.1, 1.1, 0.83, 1, -5, -12, 1.1
36	CC(C)(C)c1cc(CN2CCCC(O)C2)c(O)c(C(C)(C)C)c1 (stereo not given)
→ -8, 1.1, -10, 1, 0.9, 0.93, 0.8, -1, 6, 1.1
37	COC(=O)CSc1nnc(-c2ccc(S(=O)(=O)N3CCCC3)cc2)n1C
→ -2, 1, -4, 1, 1, 1.1, 1, -2, -7, 1
38	COc1cccc(N2CCN(C3CC(=O)N(c4ccc(Cl)c(Cl)c4)C3=O)CC2)c1 (stereo not given)
→ -4, 1, 17, 1, 0.9, 1, 0.8, -1, -1, 1
39	CC(C)n1c(O)c(/C=C2\C=Nc3ccccc32)sc1=Nc1ccccc1
→ -4, 0.9, 10, 0.9, 1, 1, 1, 7, 1, 1
40	COc1cccc(NC(=O)C(c2ccccc2)N2CCN(c3ccccn3)CC2)c1 (stereo not given)
→ -2, 1, 2, 1, 0.9, 2.2, 1, -4, -14, 1
41	Cc1cc(-c2nc3cccnc3s2)ccc1NS(=O)(=O)c1cccs1
→ 16, 1.1, 75, 1.1, 1, 2.5, 1, -11, -8, 0.8
42	CC(=O)c1c(COC(=O)c2cccnc2)nc2ccccc2[n+]1[O-]
→ -7, 0.9, -6, 1.1, 0.8, 1.1, 0.9, -5, -10, 1.1
43	CCNC(=O)COC(=O)/C=C/c1cccc(F)c1
→ -3, 1.1, 10, 1, 0.9, 1.1, 1, -4, -10, 1
44	COc1ccc(NC(=O)c2cnn3c(C(F)(F)F)cc(-c4ccco4)nc23)cc1OC
→ -3, 0.9, 1, 1, 1, 1, 0.9, -2, -6, 1
45	O=C(NC1(C(F)(F)F)NC(=O)N(Cc2cccnc2)C1=O)c1cccs1 (stereo not given)
→ -9, 1, 6, 1, 1.1, 1, 1, 2, 4, 1.1
46	CCCC(=O)NC(=S)Nc1cccc(NC(=O)c2ccccc2)c1
→ 1, 1.2, -21, 1, 0.9, 1.1, 1, -3, -8, 1
47	CN(C)C(=S)NCc1ccccc1
→ -6, 0.9, 1, 1, 1, 1.5, 1, -3, -8, 1.1
48	CCOC(=O)NC(=O)CSc1ccccn1
→ -4, 0.9, 12, 1.1, 1, 1.2, 1, -6, -13, 1
49	CC(NC(=O)c1ccc(Cn2cc([N+](=O)[O-])cn2)o1)c1ccccc1 (stereo not given)
→ -5, 1, -1, 1, 0.9, 1.2, 1, -1, -7, 1.1
50	C/C(=N/NC(N)=S)c1ccc(Br)s1
→ 0, 0.9, 21, 1, 1.1, 1.3, 1, -2, -8, 1
51	Cc1oc(-c2ccccc2F)nc1CS(=O)(=O)CC(=O)N1CCCCCC1
→ -3, 1.1, -2, 1, 0.9, 0.96, 0.9, -4, -6, 1

One compound at a time (already shown).
CC(NC(=O)c1ccc(Cn2cc([N+](=O)[O-])cn2)o1)c1ccccc1 (stereo not given) as listed: FLuc inhib CS = -5; bIAP activator = 1; APP 5'UTR act = -1; TNAP act hiacc = 1; PMI act hi M6P = 0.9; NF-kB neuron act = 1.2; PMI act = 1; TNAP inh hi DEA = -1; TNAP inh noacc = -7; FLuc act counter = 1.1
C/C(=N/NC(N)=S)c1ccc(Br)s1 as listed: FLuc inhib CS = 0; bIAP activator = 0.9; APP 5'UTR act = 21; TNAP act hiacc = 1; PMI act hi M6P = 1.1; NF-kB neuron act = 1.3; PMI act = 1; TNAP inh hi DEA = -2; TNAP inh noacc = -8; FLuc act counter = 1

Compound activity (PubChem BioAssay)
